RXFP1 ag = agonists of human relaxin receptor RXFP1; Q9HBX9; HEK293T-RXFP1 cAMP TR-FRET, 30 min; response scale: percent of porcine relaxin response, buffer zero; Potency, µM (highest dose often 57.5 µM), without a hit: at the top dose activation, most hits filed as activators; 0.3% of 370,000 active; AID 2676; further: potency means the concentration at half of the fitted maximal effect; on the % scale 0 is the no-effect control and ±100 the full control effect; nearly all actives have a fitted effect of over 60% in size; many of its hits are not listed in these tables
Target sequence (Q9HBX9 whole entry, looked up): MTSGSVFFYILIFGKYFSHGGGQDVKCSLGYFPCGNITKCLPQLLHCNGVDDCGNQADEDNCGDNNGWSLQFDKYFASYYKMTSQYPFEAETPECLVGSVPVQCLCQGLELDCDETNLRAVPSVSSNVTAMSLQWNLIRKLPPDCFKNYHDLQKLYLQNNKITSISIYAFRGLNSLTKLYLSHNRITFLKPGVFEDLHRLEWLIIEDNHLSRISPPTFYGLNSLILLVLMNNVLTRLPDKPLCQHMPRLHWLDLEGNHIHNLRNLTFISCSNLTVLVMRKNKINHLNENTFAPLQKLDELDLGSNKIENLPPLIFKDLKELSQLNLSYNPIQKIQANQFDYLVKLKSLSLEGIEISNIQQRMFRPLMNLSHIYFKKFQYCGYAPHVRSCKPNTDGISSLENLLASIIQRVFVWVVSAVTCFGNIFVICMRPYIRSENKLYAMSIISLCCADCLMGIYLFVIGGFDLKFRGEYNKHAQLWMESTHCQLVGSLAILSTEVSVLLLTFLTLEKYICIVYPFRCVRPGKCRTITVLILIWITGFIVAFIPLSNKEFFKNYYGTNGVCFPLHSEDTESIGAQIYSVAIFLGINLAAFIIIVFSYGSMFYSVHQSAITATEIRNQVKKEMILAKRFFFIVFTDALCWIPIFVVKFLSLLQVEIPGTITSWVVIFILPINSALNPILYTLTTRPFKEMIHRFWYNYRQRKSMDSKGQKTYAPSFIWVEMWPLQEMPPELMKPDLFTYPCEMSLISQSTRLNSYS
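HEK293T cells stably expressing RXFP1 were pretreated with the PDE4 inhibitor Ro 20174, exposed to compounds for 30 min at 37C, lysed, and cAMP was read by TR-FRET. Data normalized to buffer (basal) and 29 nM porcine relaxin (100%).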
RXFP1 antag = antagonists of human relaxin receptor RXFP1. HEK293-RXFP1, relaxin-stimulated cAMP HTRF, 30 min; stronger effect = lower value. activity change, negative = inhibition, % at 57.5 µM. Q9HBX9. AID 1259400. 0.59% of 350,000 active;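 active means activity change of -60% or lower, but not beyond a set lower limit; inconclusive means change between -60% and -40%, or beyond the set limit; inactive means change above -40%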; further: on the % scale 0 is the no-effect control and ±100 the full control effect
D1 agonist = activates the human D1 dopamine receptor; 1% of 360,000 active; HEK293 T-REx D1 cells, calcium flux, agonist mode; AID 504660; P21728; activation, % at 2 µM; in the data active means activation above about 30%; further: 0% is about no effect
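Agonism was scored from calcium flux recorded over 180 s (1 read/s) after pintool compound addition, following a 10-cycle baseline. Cells were inducible force-coupled HEK293 TREx D1, plated overnight at 30 C and loaded with no-wash calcium dye.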
Glioma ERSR ind = inducers of ER stress response in human glioma cells; 0.02% of 420,000 active; AID 602332; Potency, µM, without a hit: at the highest dose activation, usual class: activators; U87-MG GRP78 promoter luciferase reporter, 16 h; further: potency means the concentration at half of the fitted maximal effect; series mostly up to about 76 µM; % of control where 0% means no effect; nearly all actives have a fitted effect of over 35% in size
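ERSR induction read as luciferase luminescence (Bright-Glo, 10 min at room temperature) in stably transfected human U87-MG glioma cells exposed to compounds for 16 h, using GRP78 as sensor.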
Vif-APOBEC3F blk = inhibitors of Vif-A3F interaction | HeLa A3F-eYFP + Vif (tagged APOBEC3F with the HIV-1 protein that degrades it), YFP fluorescence increase | Potency, µM (highest dose often 46.1 µM), without a hit: at the top dose activity, negative = active | 0.2% of 390,000 active | AID 602313; further: potency means the concentration at half of the fitted maximal effect; % of control where 0% means no effect; nearly all actives have a fitted effect of over 65% in size
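HeLa cells stably expressing A3F-eYFP plus Vif, plated and incubated overnight at 37 deg C, then exposed to compounds overnight at 37 deg C. Blocked degradation read as raised yellow fluorescence (Ex 488/Em 500-530).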
D1 potentiator = human D1 dopamine receptor positive modulation. AID 504651. 0.036% of 360,000 active. HEK293 TREx D1 cells, calcium flux, dopamine EC20 potentiation. potentiation, % at 10 µM; in the data active means potentiation above about 30%; further: 0% is about no effect
D1 antag = blocks dopamine activation of the human D1 receptor. P21728. HEK293 TREx D1 cells, calcium flux, dopamine EC80; stronger effect = lower value. activity change, negative = inhibition, % at 10 µM. 3.2% of 360,000 active. AID 504652; in the data active means activity change below about -30%; further: on the % scale 0 is the no-effect control and ±100 the full control effect
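Compound effects on dopamine-evoked calcium signalling were measured in tetracycline-induced HEK293 Trex D1 cells. Dopamine at EC80 followed a 180 s compound pre-read, and fluorescence was tracked kinetically for 180 s more.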
Vif-A3G inh = inhibitors of Vif-APOBEC3G interaction; HeLa A3G-eYFP + Vif (tagged APOBEC3G with the HIV-1 protein that degrades it), YFP fluorescence, overnight; Potency, µM (top dose mostly 46.1 µM), for the others: at the top dose activity, negative = active, hits mostly inhibitors; AID 602310; 0.076% of 410,000 active;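 further: potency means the concentration at half of the fitted maximal effect; on the % scale 0 is the no-effect control and ±100 the full control effect; nearly all actives have a fitted effect of over 60% in size; hits raise eYFP signal because A3G escapes Vif-driven loss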
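Read-out is eYFP fluorescence (Ex 488/Em 500-530) from Vif-expressing HeLa A3G-eYFP cells; more signal means A3G escaped Vif-mediated degradation. Cells plated overnight, compound pinned in, incubated overnight at 37 deg C.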
D2 PAM = D2 dopamine receptor (human) potentiation. 0.34% of 340,000 active. P14416. HEK293 T-REx D2, calcium flux, EC20 dopamine potentiation. potentiation, % at 10 µM. AID 485347;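 active means potentiation over 3 SD above the plate norm, cut at about 30% in these data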; further: 0% is about no effect
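Potentiation of an EC20 dopamine calcium response measured kinetically over 180 s, after a preceding 180 s compound-only read flagging agonists. Cells: inducible Hek293 Trex D2 line, 4000/well, cultured overnight at 30 C before dye loading.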
* marks the source's active call; other numbers are inactive results; ? = inconclusive; . = not tested or not shown; & = joins results of further samples. Unless noted, the call rests on the fitted dose curve; in most records, active means well fitted curve in the direction sought with a large enough effect; inconclusive means small, poorly fitted or top-dose-only effect, or another doubt; inactive means no such curve, though single readings can be large; an effect the other way counts as inactive or inconclusive.

SMILES	RXFP1 ag	RXFP1 antag	D1 agonist	Glioma ERSR ind	Vif-APOBEC3F blk	D1 potentiator	D1 antag	Vif-A3G inh	D2 PAM
CCN(CC)S(=O)(=O)c1cc(NC(=O)C(=O)c2c(-c3ccccc3)cc3ccccn23)ccc1C	-0.3%	8	2	-3%	-4%	11	-1	5%	-1
CN(C)c1ccc(C(=O)Nc2cc(C(F)(F)F)ccc2-n2cncn2)cc1	-1.3%	-1	0	-5%	.	15	12	-4%	5
O=C(CNC(=O)c1cccnc1)N=Nc1c(O)[nH]c2c(Br)cc(Br)cc12	0.2%	4	2	-1%	-15%	-4	-4	-1%	-4
CCOc1ccc(Nc2nc(Cc3nnc(SCC(=O)NCc4ccco4)n3CC)cs2)cc1	-0.1%	29	0	-3%	-2%	-1	-23	-19%	3
O=C(C1COc2ccccc2O1)N1CCN(c2ccccc2)CC1 (centres undefined)	0.8%	2	8	-3%	.	-7	-4	1%	-4
CCCn1cnc2cc(NC(=O)c3cc(OC)c(OC)c(OC)c3)ccc21	-2.4%	-2	1	0%	-1%	-1	-11	-1%	8
Cc1[nH]nc(SCC(=O)Nc2ccc(C#N)cc2)c1[N+](=O)[O-]	10%	7	3	-5%	-4%	-7	-6	-6%	6
Cc1oc2ccc(Br)cc2c(=O)c1-c1nn[nH]n1	2.9%	-9	5	6%	-26%	.	7	0%	-2
CCc1nnc(NC(=O)c2nn(-c3ccccc3)nc2C)s1	0.6%	-1	1	-2%	2%	1	4	-7%	7
O=C(NCc1ccc(F)cc1)c1cnc(N2CCCCC2)c2ccccc12	6.5%	-62*	0	-5%	1%	-4	-2	4%	1
Cc1c(Cl)ccc2sc(NC(=O)c3ccc(S(=O)(=O)N4CCCC4)cc3)nc12	6.3%	.	2	-3%	-21%	-1	2	-1%	-4
COc1ccc(-c2cn(-c3ccc(Br)cc3)c3[n+]2CCS3)cc1	0.3%	-8	0	-5%	-9%	-8	-3	3%	-1
CCCCNc1c(N)n(CCC)c(=O)[nH]c1=O	1.4%	0	-2	0%	3%	-2	7	1%	14
Cn1cc(C(=O)c2ccc(Cl)cc2Cl)cc1C(=O)N/N=C(\N)COc1cccc(C(F)(F)F)c1	-3.0%	-5	4	-11%	-5%	-5	1	1%	-7
Cc1ccccc1C(=O)c1cccn1CC(=O)N1CCCCCC1	-1.7%	-11	3	-4%	-3%	-1	-6	-3%	15
NC(=O)Nc1ccc(Nc2ccccc2)cc1	-4.0%	2	0	-1%	5%	-2	-3	-1%	2
COc1ccccc1-n1cnc2cc(NS(=O)(=O)c3ccc(Br)cc3)ccc21	-0.6%	-13	3	2%	-5%	-9	-39*	-6%	12
CCCCCn1c(CN2CCN(c3cccc(Cl)c3)CC2)nc2c1c(=O)n(C)c(=O)n2C	5.8%	-12	3	-6%	-7%	-2	9	2%	-15
O=C(c1ccc2c(c1)N(Cc1ccccc1F)C(=O)c1ccccc1S2(=O)=O)N1CCc2ccccc21	-2.2%	.	4	-4%	1%	2	-10	-5%	-1
COc1cc(NC(=O)COc2cc3oc(=O)cc(C)c3cc2Cl)cc(OC)c1OC	2.6%	4	7	-4%	-2%	-4	-11	1%	12
CN1CCN(C(=O)/C(=C/c2cccs2)NC(=O)c2cccs2)CC1	-0.1%	-6	3	-4%	-7%	-2	-3	-2%	-15
CCOC(=O)c1cc(CC)sc1NC(=O)c1ccc(N2C(=O)CCC2=O)cc1	-1.9%	10	3	-4%	-3%	-2	3	0%	11
O=[N+]([O-])c1ccc(N(CC(O)CN2CCCCC2)S(=O)(=O)c2ccccc2)cc1 (centres undefined)	0.6%	-12	3	-2%	-6%	0	7	-6%	-12
COc1ccc(CCNc2nc(C)cc(C)n2)cc1OC	-1.7%	6	1	-3%	0%	1	3	-5%	0
COc1ccc(CCNC(=O)c2ccccc2NC(=O)c2ccco2)cc1OC	2.6%	-12	1	-1%	5%	-5	-12	2%	7

The listing continues:
SMILES	RXFP1 ag	RXFP1 antag	D1 agonist	Glioma ERSR ind	Vif-APOBEC3F blk	D1 potentiator	D1 antag	Vif-A3G inh	D2 PAM
CC1=C(C(=O)N2CCCC(CCC(=O)NCc3ccc(F)c(F)c3)C2)OCCO1 (centres undefined)	1.9%	-1	5	1%	2%	-3	5	2%	-1
Cn1c(-c2ccc(Br)cc2)cnc1NCc1cccnc1	0.6%	3	0	-2%	-1%	-1	-1	3%	14
O=C(COC(=O)c1ccccc1O)Nc1ccc(OC(F)F)cc1	2.1%	-7	7	1%	-6%	-7	2	0%	18
COc1ccc(C(=O)N2c3ccccc3C(C)(c3ccc(Cl)cc3)CC2(C)C)cc1 (centres undefined)	3.8%	-18	2	-4%	-9%	0	6	0%	-10
O=C(/C=C/c1cccs1)NC(=S)Nc1ccccc1	-0.1%	-2	0	0%	?	1	-3	-4%	4
COc1ccc(C2c3ccc4ccccc4c3Oc3ncn(CCCO)c(=N)c32)cc1 (centres undefined)	-5.6%	-2	6	-8%	6%	6	0	-10%	-4
Cc1ccccc1N=C1NC(=O)/C(=C/c2cccn2-c2cccc(C(=O)O)c2)S1	1.6%	-8	1	-3%	-2%	-2	3	-9%	-3
O=C(C/C=N\OCc1c(Cl)cccc1Cl)Oc1ccc(Cl)cc1Cl	0.7%	3	6	-4%	7%	3	-12	2%	16
CC(C)N1C(=O)CCC1C(=O)N1CCN(c2ccccn2)CC1 (centres undefined)	0.9%	.	-3	-3%	-4%	-5	4	-1%	1
Cn1cc(S(=O)(=O)c2ccccc2)c(=O)c2cc(F)c(N3CCCCCC3)cc21	8.7%	-36	1	-4%	-5%	-2	19	-1%	1
CCc1cc(=O)n2[nH]c(-c3ccccc3)c(-c3ccccc3)c2n1	1.6%	17	3	-10%	0%	3	10	-20%	-5
COC(=O)c1ccc(CNC(=O)c2ccc(OC)c(S(=O)(=O)NC3CCCC3)c2)cc1	-0.2%	1	-1	-3%	3%	-4	6	-4%	.
C#CCN(C(=O)c1cc(COc2cccc(C(F)(F)F)c2)on1)C1CCCCC1	0.2%	-30	10	-4%	-7%	-7	7	2%	2
Cc1nc2c(c(=O)c3ccccc3n2C)c(=O)n1-c1ccccc1	4.4%	-11	1	2%	1%	-4	19	0%	4
COc1cccc(-c2nc(CS(=O)(=O)CC(=O)Nc3cccc(C(C)=O)c3)c(C)o2)c1	-0.1%&5.6%	25&-19	1&7	-5%&-1%	0%&-15%	-15&-5	10&-6	-6%&3%	-6&-1
CN(c1ccc(OCC(=O)N2CCOCC2)cc1)S(=O)(=O)c1ccc(F)cc1	2.6%	-4	5	-5%	-10%	-2	7	2%	10
CSc1nnc(C)c(/C=C/Nc2ccc(Cl)cc2)n1	1.8%	-13	80*	1%	?	-1	-6	?	10
CC(C)CNS(=O)(=O)c1cc(C(=O)OCC(=O)N(C)C2CCS(=O)(=O)C2)c(Cl)cc1Cl (centres undefined)	9.0%	-3	1	0%	-1%	-1	-3	1%	-2
CCC(=O)c1ccc(OCC(O)CN2CCc3ccccc3C2)cc1 (centres undefined)	0.0%	6	1	-3%	2%	-7	-8	-2%	-15
COc1ccccc1OCCn1cc(C#N)c2ccccc21	-2.9%	-13	6	-1%	-10%	-7	-9	-7%	17
COc1ccc(-c2noc(N3CCC(C(=O)NC(C)c4ccccc4)CC3)n2)cc1 (centres undefined)	2.3%	2	2	-2%	4%	-15	-35*	9%	.
Cc1ccccc1-n1c(=O)n(Cc2ccc(C(=O)O)cc2)c(=O)c2[nH]cnc21	3.2%	1	1	-4%	9%	-2	5	0%	0
CCCOC(=O)c1ccc(NC(=O)CSC2=Nc3ccccc3C3CC=NN23)cc1 (centres undefined)	4.9%	-11	5	0%	-5%	4	14	1%	-2
CCc1c(C)c2ccc(OCC(=O)N(C)C)c(C)c2oc1=O	3.5%	-8	7	-1%	-1%	1	1	-4%	-2
CCN(CC(=O)Nc1ccc(NC(C)=O)cc1)C(=O)C1CCN(C(=O)c2ccccc2C)CC1	.	-7	.	-2%	-8%	.	.	-5%	.
CCOC(=O)CCC(NC(=O)c1cncc(O)c1)C(=O)OCC (centres undefined)	-1.1%	12	4	-1%	2%	1	16	0%	.

Exported with values under each structure: entries from further up
Order of results – RXFP1 ag, RXFP1 antag, D1 agonist, Glioma ERSR ind, Vif-APOBEC3F blk, D1 potentiator, D1 antag, Vif-A3G inh, D2 PAM
> CC1=C(C(=O)N2CCCC(CCC(=O)NCc3ccc(F)c(F)c3)C2)OCCO1 (centres undefined)
    1.9%, -1, 5, 1%, 2%, -3, 5, 2%, -1
> Cn1c(-c2ccc(Br)cc2)cnc1NCc1cccnc1
    0.6%, 3, 0, -2%, -1%, -1, -1, 3%, 14
> O=C(COC(=O)c1ccccc1O)Nc1ccc(OC(F)F)cc1
    2.1%, -7, 7, 1%, -6%, -7, 2, 0%, 18
> COc1ccc(C(=O)N2c3ccccc3C(C)(c3ccc(Cl)cc3)CC2(C)C)cc1 (centres undefined)
    3.8%, -18, 2, -4%, -9%, 0, 6, 0%, -10
> O=C(/C=C/c1cccs1)NC(=S)Nc1ccccc1
    -0.1%, -2, 0, 0%, ?, 1, -3, -4%, 4
> COc1ccc(C2c3ccc4ccccc4c3Oc3ncn(CCCO)c(=N)c32)cc1 (centres undefined)
    -5.6%, -2, 6, -8%, 6%, 6, 0, -10%, -4
> Cc1ccccc1N=C1NC(=O)/C(=C/c2cccn2-c2cccc(C(=O)O)c2)S1
    1.6%, -8, 1, -3%, -2%, -2, 3, -9%, -3
> O=C(C/C=N\OCc1c(Cl)cccc1Cl)Oc1ccc(Cl)cc1Cl
    0.7%, 3, 6, -4%, 7%, 3, -12, 2%, 16
> CC(C)N1C(=O)CCC1C(=O)N1CCN(c2ccccn2)CC1 (centres undefined)
    0.9%, ., -3, -3%, -4%, -5, 4, -1%, 1
> Cn1cc(S(=O)(=O)c2ccccc2)c(=O)c2cc(F)c(N3CCCCCC3)cc21
    8.7%, -36, 1, -4%, -5%, -2, 19, -1%, 1
> CCc1cc(=O)n2[nH]c(-c3ccccc3)c(-c3ccccc3)c2n1
    1.6%, 17, 3, -10%, 0%, 3, 10, -20%, -5

Bioassay records as filed in PubChem.

The list is partial; count on the stated rates, not on these rows.
